Pol kappa inh: inhibitors of human DNA polymerase kappa; purified Pol kappa, fluorescent DNA synthesis assay, 10 min; AID 588579; 0.53% of 400,000 active; Q9UBT6; Potency, µM (titrated, usually from 107 µM), for the others: top-dose activity, negative = inhibition, usual class: inhibitors; note: % is set by controls: 0 for no effect and ±100 for the full control effect
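Here, compound and 10 nM enzyme are combined for 15 min at room temperature; adding 50 nM substrate (final) starts DNA synthesis, tracked by fluorescence at 0 and 10 min against buffer-only wells.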
JMJD2A Tudor inh: JMJD2A Tudor domain (human) inhibition; O75164; AlphaScreen JMJD2A-Tudor / H3K4me3 peptide binding; Potency, µM (titrated, usually from 114 µM), inactives show at the top dose activity change, negative = inhibition, hits mostly inhibitors; 4.4% of 390,000 active; AID 504339; note: % is set by controls: 0 for no effect and ±100 for the full control effect; nearly all actives have a fitted effect of over 50% in size
POLI inh: DNA polymerase iota (human) inhibition; Q9UNA4; Pol iota fluorescent replication assay, 10 min; Potency, µM (top dose mostly 115 µM), for the others: top-dose activity, negative = inhibition, most hits filed as inhibitors; 1% of 390,000 active
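Pol iota at 10 nM preincubated 15 min with compounds at room temperature; reaction started with fluorescent substrate, 50 nM final. Fluorescence read kinetically at 0 and 10 min; buffer-only wells as negative control.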
BLM helicase inh: Bloom syndrome helicase (human) inhibition; recombinant BLM DNA unwinding, fluorescence dequenching; Potency, µM (titrated, usually from 56.1 µM), for the others: at the highest dose activity change, negative = inhibition, actives largely listed as inhibitors; 0.2% of 350,000 active; AID 2528;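 note: plate controls were vehicle for no effect and no enzyme for full effect; nearly all actives have a fitted effect of over 35% in size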
BAZ2B inh: BAZ2B (human) inhibition | AlphaScreen BAZ2B-H3K14Ac peptide displacement | Potency, µM (series often up to 114 µM), for inactives: at the top dose activity change, negative = inhibition, usual class: inhibitors | 4.4% of 360,000 active | AID 504333; note: % is set by controls: 0 for no effect and ±100 for the full control effect; nearly all actives have a fitted effect of over 60% in size
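AlphaScreen luminescence quantifies BAZ2B engagement of H3K14Ac peptide; the protein and biotinylated peptide are both at 50 nM final, buffer PBS pH 7.4 with 0.01% Tween-20, all steps at room temperature.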
G9a block: inhibitors of human histone lysine methyltransferase G9a; Q96KQ7; G9a H3K9 monomethylation, AlphaScreen, 2 h; Potency, µM (series often up to 102 µM), without a hit: at the highest dose activity, negative = inhibition, hits mostly inhibitors; 8.8% of 350,000 active; note: % is set by controls: 0 for no effect and ±100 for the full control effect; nearly all actives have a fitted effect of over 75% in size
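G9a (20 nM) was preincubated 15 min with compound, then reacted 2 h at room temperature with 500 nM biotin-H3K9 peptide and 20 µM SAM. Monomethyl-H3K9 detected by AlphaScreen using anti-H3K9me1 antibody.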
POLH inh: blocks human DNA polymerase eta activity | Q9Y253 | recombinant Pol eta, fluorescent DNA replication assay | Potency, µM (series often up to 114 µM), without a hit: top-dose activity change, negative = inhibition, most hits filed as inhibitors | 1.2% of 390,000 active | AID 588591; note: % is set by controls: 0 for no effect and ±100 for the full control effect
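Pol eta (10 nM) was preincubated with compounds for 15 min at room temperature, after which fluorescent replication substrate (50 nM final) was added to start the reaction. Fluorescence was read kinetically at 0 and 10 min.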
Pol beta inh: DNA polymerase beta (human) inhibition | Pol beta primer extension/strand displacement, fluorescence kinetic | 1.3% of 340,000 active | Potency, µM (doses to about 114 µM), inactives show at the top dose activity change, negative = inhibition, actives largely listed as inhibitors; note: % is set by controls: 0 for no effect and ±100 for the full control effect
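Human Pol beta at 10 nM; strand-displacement substrate 50 nM final. Compound exposure 15 min at room temperature before start, reaction 10 min at room temperature.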
APE1 inh: blocks human APE1 abasic DNA cleavage; Potency, µM (series often up to 65.8 µM), inactives show at the highest dose activity change, negative = inhibition, actives largely listed as inhibitors; P27695; AID 2517; 0.35% of 350,000 active; recombinant APE1, TAMRA/BHQ-2 abasic DNA cleavage fluorescence;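 note: plate controls were vehicle for no effect and reference inhibitor for full effect; nearly all actives have a fitted effect of over 55% in size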
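Endonuclease cleavage of a quenched abasic-site DNA duplex (50 nM) by APE1 (0.75 nM) was tracked by TAMRA dequenching. Compounds were preincubated with enzyme 15 min at room temperature; data normalized to buffer-only and DMSO wells plus NSC13755 control.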
Starred values were filed as active, the others as inactive; ? = inconclusive; . = no result given; [ ] = remark or other dose. Calls come from the whole dose curve; as a rule, active = well fitted curve in the direction sought with a large enough effect; inconclusive = small, poorly fitted or top-dose-only effect, or another doubt; inactive = no such curve, though single readings can be large; an effect the other way counts as inactive or inconclusive. Potency is the fitted concentration of half-maximal effect.

SMILES	Pol kappa inh	JMJD2A Tudor inh	POLI inh	BLM helicase inh	BAZ2B inh	G9a block	POLH inh	Pol beta inh	APE1 inh
COc1cccc(C(=O)Nc2ccccc2-c2nc(-c3ccc(C)cc3)no2)c1	7%	-9%	-20%	-5%	-32%	-25%[59 µM]	12%	5%	.
CC1CCN(C(=O)COC(=O)Cn2cnc3ccccc32)CC1	-1%	-11%	37%[activator]	.	.	.	-13%	.	-6%
O=C(C1CCCCC1)N1CCN(S(=O)(=O)c2ccc(Br)cc2)CC1	-15%	1%	-4%	-5%	6%	.	-19%	-2%	-5%
C/C(=N\NC(N)=O)c1ccc(Cl)s1	4%	-10%	45%[activator]	-1%	5%	.	-3%	55%	17%
COc1cccc(NC(=O)C(=O)NCCc2csc3nc(-c4ccccc4C)nn23)c1	0%[60.1 µM]	-5%	1%	-3%	6%	8%[59 µM]	-12%	-9%	.
CCn1cc(CN2CCC(C(=O)Nc3ccc(Oc4ccccc4)nc3)CC2)cn1	-22%	-20%	9%	-10%	-11%	41%	-3%	12%	7%
O=c1c(F)cn(C2CCCO2)c(=O)n1Cc1ccccc1F (configuration not stated)	-10%	-3%	18%	-2%	11%	26%[59 µM]	3%	12%	-1%
O=C(COC(=O)CSc1ccc([N+](=O)[O-])cc1)NCCC1=CCCCC1	-5%	-18%	1%	.	-9%	-12%[12.7 µM]	-13%	.	1%
O=C(NCc1ccccc1)NCc1cccs1	-2%	-7%	-6%	-4%	-2%	.	-9%	-20%	-4%
CCOC(=O)CCCNC(=O)CCNC(=O)c1ccc(OC)cc1	5%	-7%	11%	-1%	-4%	0%[59 µM]	-4%	0%	-1%
CCOc1cc(/C=C2/C(=N)N3OC(C)=CC3=NC2=O)ccc1OC(=O)c1ccco1	-7%[60.1 µM]	-5%	-2%	-3%	-13%	-21%	-6%	-6%	-4%
CCOC(=O)c1c(NC(=O)C2CCN(S(=O)(=O)c3ccc(Cl)cc3)CC2)sc2c1CCCC2	-14%	-14%	21%	-4%	-6%	22%	-23%	-21%	2%
Nc1nnc(C(=O)c2ccccc2N)s1	-15%	-17%	39%[activator]	.	.	.	-4%	.	.
COc1ccc(C2c3[nH]c4ccccc4c3C[C@H]3C(=O)N(c4ccccc4C(=O)N4CCC(C(=O)O)CC4)C(=O)N23)cc1 (some centres not stated)	-2%	-14%	4%	0%	-4%	6%[12.7 µM]	0%	20%	22%
Cc1ccc(C(=O)N(CC(C)C)c2c(N)n(Cc3ccccc3)c(=O)[nH]c2=O)o1	-16%	-11%	-5%	.	9%	-34%	2%	.	-5%
COc1cccc(NC(=O)CCN2CCN(c3ccccc3F)CC2)c1	-5%	-26%	11%	-3%	2%	10%[59 µM]	-11%	9%	0%
COc1ccccc1C(C#N)N1N=C(C)CC1c1ccccc1 (configuration not stated)	-5%	-2%	-3%	-3%	-2%	3%	5%	22%	28%
Cc1nccn1Cc1cccc2ccccc12	-3%	-27%	26%	-6%	-9%	-33%	-20%	24%	1%
COC(CNC(=O)c1c[nH]c2ccc(S(=O)(=O)N(C)c3ccc(F)cc3)cc2c1=O)OC	-9%	-22%	-1%	-6%	2%	9%	-19%	16%	-11%
COc1ccc(CCNc2cc(C)nc3c(-c4ccccc4)cnn23)cc1OC	-2%	7%	-2%	1%	-2%	62%[activator]	-20%	-1%	-3%
CN(C)S(=O)(=O)Oc1ccsc1C(=O)Nc1ccc(Cl)cc1	5%	23%	-9%	-13%	21%	61%[activator]	-18%	-1%	-4%
N/C(=N\OC(=O)c1ccc2c(c1)OCO2)c1ccc(Cl)cc1	-5%	-5%	12%	2%	2%	4%[12.7 µM]	-10%	10%	-1%
CCCSc1nnc(-c2cccc(S(=O)(=O)N(C)C)c2)n1-c1cc(OC)ccc1OC	2%	-15%	12%	-1%	-3%	4%[59 µM]	-16%	-19%	3%
Cc1[nH][nH]c(=O)c1C(c1ccc(-c2ccc(F)cc2)o1)c1c(C)[nH][nH]c1=O	-9%	?	7.1µM*	-22%	?	25µM*	-25%	?	-8%
CCOc1ccc(-n2c(=O)c3c4c(sc3n(Cc3cc(=O)n5cc(Cl)ccc5n3)c2=O)CCC4)cc1	-5%	-3%	-8%	-5%	3%	-13%[59 µM]	-20%	?	.
Next structures.
SMILES	Pol kappa inh	JMJD2A Tudor inh	POLI inh	BLM helicase inh	BAZ2B inh	G9a block	POLH inh	Pol beta inh	APE1 inh
Fc1ccc(NC(=S)N2CCn3cccc3C2c2cccnc2)cc1 (configuration not stated)	-3%	-11%	171%[activator]	-12%	?	?	-11%	-2%	-4%
COC(=O)c1sccc1NC(=S)Nc1ccc(F)cc1F	8%	-9%	1%	-2%	-22%	?	-6%	-8%	-1%
COc1ccc(-c2nc(C#N)c(NCc3ccccc3Cl)o2)cc1OC	-6%	-9%	-2%	-8%	-9%	?	-8%	-1%	-4%
CCN1CC2CCCC3(C1)C(=O)NC1(CCCCC1)N=C23 (configuration not stated)	-9%	-8%	24%	-6%	-2%	?	-17%	12%	0%
CCOc1ccc(-n2c(Cc3ccccc3)nnc2SCc2nc(-c3ccccc3OC)no2)cc1	-1%	-31%	17%	-4%	-27%	-27%[59 µM]	-20%	0%	.
CC(=O)NCCc1ccc(S(=O)(=O)Nc2ccc3c(c2)OCCO3)cc1	0%	-15%	37%[activator]	.	.	.	-21%	.	.
CCOC(=O)N1CCN(CC(O)COCC2=CCC3CC2C3(C)C)CC1 (configuration not stated)	4%	3.5µM*	12%	-1%	50µM*	.	?	1%	0%
COc1cccc(CNC(=O)Cn2nc3c(cc2=O)CCCC3)c1OC	-4%[60.1 µM]	0%	5%	0%	6%	14%[59 µM]	-3%	50%[activator]	.
O=C(c1cc(Cl)ccc1Cl)N1CCN(Cc2ccccc2)CC1	-4%	-9%	13%	-2%	-6%	.	-6%	26%	4%
Cc1ccc(C(=O)Nc2ccc(CC(=O)O)cc2)o1	-3%	-4%	18%	0%	-8%	-1%[12.7 µM]	-4%	23%	-2%
O=C(O)Cc1ccc(NC(=O)c2cnccn2)cc1	-1%	7%	-23%	3%	-11%	.	-19%	6%	1%
Cc1cc(C)cc(-n2c(C)cc(/C=N/NC(=O)c3ccncc3)c2C)c1	7%	?	35%[activator]	-7%	-36%	-34%	-15%	2%	0%
CCCCn1c(Cn2nc(C(=O)O)c3ccccc3c2=O)nc2cc(S(N)(=O)=O)ccc21	-7%	-17%	18%	-3%	-8%	?	5%	1%	33%
COc1ccc(N(CC(=O)Nc2cccc(SC)c2)S(C)(=O)=O)cc1	-7%	-7%	-2%	-3%	2%	9%	?	-20%	-3%
CCc1ccccc1NC(=O)CCN1C(=O)C2CC=CCC2C1=O (configuration not stated)	6%	-2%	1%	0%	6%	93%[activator]	9%	23%	20%
Cc1ccc(C)n1-c1ccc(C(=O)NN)cc1	?	50µM*	16µM*	-1%	8%	45%[59 µM]	-14%	13%	-1%
COc1ccc(C(=O)N/C(=C\c2ccco2)C(=O)OCc2ccco2)cc1	-18%	-17%	?	-4%	-35%	?	-18%	1%	-1%
Cc1cc(C)n(CCCNC(=O)C(C)(C)Oc2ccc(Cl)cc2)n1	-4%	-12%	19%	.	-2%	-13%[59 µM]	-3%	.	-14%
Cc1ccc(NC(=O)CN(C)C(=O)c2ccccn2)cc1	-8%	-21%	62%[activator]	.	11%	4%[0.501 µM]	-17%	.	13%
COc1cc(/C=C(\C#N)c2nc3ccccc3[nH]2)ccc1Oc1ccc([N+](=O)[O-])cn1	-9%	-12%	44%[activator]	-14%	1%	8%	-5%	-16%	-5%
NC(=S)NN=Cc1ccc(-c2ccc(S(=O)(=O)Nc3ncccn3)cc2)o1	20µM*	50µM*	?	.	.	.	3.2µM*	.	-28%
COc1ccc(C2=NO[C@H]3C[C@](C(=O)NC(C)C)(S(=O)(=O)c4ccccc4)C[C@@H]23)cc1	-2%	-15%	29%	2%	0%	-10%	-14%	18%	-6%
Cc1ccc(/C=C/C(=O)NCc2cccs2)c(C)c1	20%	-5%	33%[activator]	-2%	2%	14%	-9%	13%	-5%
NC(=O)Cc1c[nH]c2cccc(O)c12	-4%	-13%	7%	-3%	7%	-16%[59 µM]	12%	3%	-3%
COc1ccc(C(=O)NNC(=O)c2ccncc2)cc1[N+](=O)[O-]	2%	-8%	4%	-2%	-2%	-10%	-6%	85%	9%

Full records, quoted from the list. Order of values: Pol kappa inh	JMJD2A Tudor inh	POLI inh	BLM helicase inh	BAZ2B inh	G9a block	POLH inh	Pol beta inh	APE1 inh
`CCN1CC2CCCC3(C1)C(=O)NC1(CCCCC1)N=C23` (configuration not stated) in the list: -9%	-8%	24%	-6%	-2%	?	-17%	12%	0%
`CCOC(=O)N1CCN(CC(O)COCC2=CCC3CC2C3(C)C)CC1` (configuration not stated) in the list: 4%	3.5µM*	12%	-1%	50µM*	.	?	1%	0%
`Cc1ccc(/C=C/C(=O)NCc2cccs2)c(C)c1` in the list: 20%	-5%	33%[activator]	-2%	2%	14%	-9%	13%	-5%

Next part:
SMILES	Pol kappa inh	JMJD2A Tudor inh	POLI inh	BLM helicase inh	BAZ2B inh	G9a block	POLH inh	Pol beta inh	APE1 inh
CCCCSCCCNC(=O)Nc1ccc(C)c(C)c1	-11%	-25%	155%[activator]	-4%	-13%	8%[59 µM]	-7%	-1%	-2%
COC(CNC(=O)CCc1c(C)nc2c(-c3ccc(F)cc3)c(C)nn2c1C)OC	-9%	?	0%	-2%	-4%	1%[59 µM]	-6%	32%	-1%
FC(F)(F)c1nc2ccccc2n2c(-c3ccc(Cl)cc3Cl)nnc12	-16%	-19%	-3%	-4%	-33%	26%[59 µM]	-5%	81%	1%
CCC(=O)Nc1ccc(S(=O)(=O)N2CCc3ccccc3C2)cc1	-4%	-21%	-26%	-5%	-4%	-20%	-4%	6%	6%
COc1ccc(/C=N/Nc2ccc([N+](=O)[O-])cc2S(=O)(=O)N2CCN(C)CC2)cc1	-1%	-13%	26%	-7%	12%	-7%[59 µM]	-5%	-6%	1%
O=C(CS(=O)(=O)c1cn(Cc2cccc(F)c2)c2ccccc12)N1CCCCC1	-21%	-2%	18%	0%	-5%	2%[59 µM]	10%	-5%	19%
C/C(=N\N1CCN(C)CC1)c1ccc(OC(F)F)cc1	-1%	-5%	35%	-5%	1%	-8%	-4%	1%	-3%
O=C(COC(=O)COc1cc(Cl)c(Cl)cc1Cl)NC1CC1	-7%	-10%	57%[activator]	.	.	.	5%	.	-3%
Cc1cc(NC(=O)CCC(=O)N(c2ccccc2)C(C(=O)NC2CCCC2)c2ccccc2C)no1 (configuration not stated)	3%	-8%	59%[activator]	-1%	-2%	21%	-7%	18%	-2%

Source: PubChem BioAssay

Only part of the results is shown; rates above refer to the full screens.
